# Assay outcomes (PubChem)
# D3 ag – qHTS of D3 Dopamine Receptor Agonist: qHTS; 410,000 compounds, 0.58% hits; D3R DiscoveRx beta-arrestin cells, luminescence, 90 min; AID 652048, 2013; max activation, %; D(3) dopamine receptor (Homo sapiens), P35462; in the data active = max activation above about 30%; note: 0% is about no effect; mostly tested at two doses, the higher about 12 µM
# Target sequence (P35462 whole entry, looked up): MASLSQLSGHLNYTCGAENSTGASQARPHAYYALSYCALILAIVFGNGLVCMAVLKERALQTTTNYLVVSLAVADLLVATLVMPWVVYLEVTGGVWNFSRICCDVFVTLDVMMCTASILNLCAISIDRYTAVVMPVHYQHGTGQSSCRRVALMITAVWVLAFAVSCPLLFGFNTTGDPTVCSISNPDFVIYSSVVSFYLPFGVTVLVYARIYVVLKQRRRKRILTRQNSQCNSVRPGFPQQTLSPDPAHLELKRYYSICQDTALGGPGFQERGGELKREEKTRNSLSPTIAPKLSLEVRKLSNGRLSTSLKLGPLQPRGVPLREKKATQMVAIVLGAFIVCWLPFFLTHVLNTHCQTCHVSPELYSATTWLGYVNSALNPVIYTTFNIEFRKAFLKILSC
#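 Agonist mode: compounds and dopamine controls were applied to plated cells for 90 min at 37 degrees C after an overnight attachment at 1500 cells/well. Luminescent read-out followed 30 - 60 minutes at room temperature with DiscoveRx detection reagent.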
# WRN inhibitor – qHTS for Inhibitors of WRN Helicase; WRN helicase unwinding, fluorescent forked duplex, kinetic; Bifunctional 3'-5' exonuclease/ATP-dependent helicase WRN (Homo sapiens), Q14191; Potency, µM (highest dose often 114 µM), without a hit: at the highest dose activity change, negative = inhibition, usual class: inhibitors; 360,000 compounds, 0.46% hits; AID 651768, 2012; note: potency is the fitted concentration of half-maximal effect; % is set by controls: 0 for no effect and ±100 for the full control effect; nearly all actives have a fitted effect of over 55% in size
#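 WRN at 20 nM final preincubated with compound 15 min at room temperature; reaction started with 100 nM fluorophore/quencher forked duplex oligonucleotide and 2 mM ATP final. Unwinding followed kinetically by red fluorescence (ex 525, em 598 nm).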
# PI5P4Ka inh – qHTS for Inhibitors of phosphatidylinositol 5-phosphate 4-kinase (PI5P4K); AID 652105, 2013; max response, %; PI5P4Kalpha enzyme, ADP-Glo luminescence, 60 min; stronger effect = lower value; 330,000 compounds, 1.2% hits; active = max response of -50% or lower; inconclusive = between -30% and -50%; inactive = -30% or higher; note: value at the top dose of about 77 µM; % is set by controls: 0 for no effect and ±100 for the full control effect
#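 Quantitative HTS of the MLSMR library against PI5P4Kalpha with substrate. ATP added last at 5 microM final; room temperature, 60 minutes. Remaining ATP depleted, ADP converted and read as luminescence.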
# HEK293 tox – qHTS of GLP-1 Receptor Inverse Agonists: Cytotox Screen; HEK293 cAMP-luciferase reporter cells, luminescence, 24 h; Potency, µM (highest dose often 38.3 µM), for the others: at the highest dose activity change, negative = inhibition, hits mostly inhibitors; 410,000 compounds, 0.13% hits;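 note: loss of luciferase light is scored as toxicity; potency is the fitted concentration of half-maximal effect; % is set by controls: 0 for no effect and ±100 for the full control effect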
#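 Compound-treated cells are incubated 24 hr at 37 deg C under 5% CO2 after a 12 hour attachment period, then luciferase detection reagent is added and luminescence is measured following 12 min at room temperature; lowered signal indicates toxicity.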
# IL2 activator – qHTS of IL-2 Activators; 360,000 compounds, 0.065% hits; IL-2 activation reporter assay, cell-based qHTS; stimulated with anti-CD3/CD4/CD28 beads; in transgenic mouse T cells; activation, % (series mostly up to about 46 µM); AID 652025, 2013; in the data active = activation above about 50%; inconclusive = mostly about 30% to 49%; note: 0% is about no effect
#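 Unstimulated transgenic mouse T cells; 60-min compound exposure; bead-based TCR/CD4/CD28 stimulation; 18 h culture, 37 degrees C; dual fluorescence (EGFP, DsRed) plate cytometry.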
# PLK1 PBD block – qHTS for Inhibitors of PLK1-PDB (polo-like kinase 1 - polo-box domain): Primary Screen; Serine/threonine-protein kinase PLK1 (Homo sapiens), P53350; Plk1 PBD binding of FITC phosphopeptide, fluorescence polarization; Potency, µM, inactives show max response, negative = inhibition, actives largely listed as inhibitors; 360,000 compounds, 2.8% hits; note: potency is the fitted concentration of half-maximal effect; series mostly up to about 57 µM; % is set by controls: 0 for no effect and ±100 for the full control effect; nearly all actives have a fitted effect of over 65% in size
# Target sequence (P53350 whole entry, looked up, the tested form may be a part): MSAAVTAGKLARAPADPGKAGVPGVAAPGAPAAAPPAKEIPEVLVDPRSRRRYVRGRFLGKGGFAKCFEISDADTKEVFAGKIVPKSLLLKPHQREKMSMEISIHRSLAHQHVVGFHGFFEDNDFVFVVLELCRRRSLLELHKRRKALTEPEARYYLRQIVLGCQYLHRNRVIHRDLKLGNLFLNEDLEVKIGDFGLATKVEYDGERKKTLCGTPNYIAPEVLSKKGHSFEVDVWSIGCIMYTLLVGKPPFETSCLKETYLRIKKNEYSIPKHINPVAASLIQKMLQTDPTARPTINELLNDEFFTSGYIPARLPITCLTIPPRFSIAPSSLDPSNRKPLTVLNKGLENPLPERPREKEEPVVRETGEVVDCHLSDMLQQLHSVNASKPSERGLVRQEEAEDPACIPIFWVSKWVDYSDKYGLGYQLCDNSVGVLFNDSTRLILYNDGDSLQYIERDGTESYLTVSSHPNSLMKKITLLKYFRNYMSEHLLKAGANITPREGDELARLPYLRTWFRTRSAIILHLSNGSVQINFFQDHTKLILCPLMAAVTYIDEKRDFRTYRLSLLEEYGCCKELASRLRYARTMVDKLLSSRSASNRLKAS
# DRD3 antagonist – qHTS of D3 Dopamine Receptor Antagonist: qHTS; D(3) dopamine receptor (Homo sapiens), P35462; D3R cells, DiscoveRx beta-arrestin luminescence, antagonist mode; stronger effect = lower value; max response, negative = inhibition, %; 360,000 compounds, 2.5% hits; AID 652054, 2013; in the data active = max response below about -50%; inconclusive = no clear call, values can overlap the other calls; note: % is set by controls: 0 for no effect and ±100 for the full control effect; mostly tested at two doses, the higher about 12 µM
#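 Cells expressing the human receptor were seeded at 1500 cells/well, incubated overnight at 37 degrees C in 5% CO2, then exposed to library compounds with dopamine controls for 90 minutes at 37 degrees C before luminescent detection.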
# GLP1R inv ag – qHTS of GLP-1 Receptor Inverse Agonists (Inhibition Mode) | Glucagon-like peptide 1 receptor (Homo sapiens), P43220 | HEK293 GLP-1R CRE-luciferase, luminescence, 24 h; GLP-1R form is constitutively active | Potency, µM (top dose mostly 38.3 µM), inactives show top-dose activity change, negative = inhibition, actives largely listed as inhibitors | 410,000 compounds, 1.6% hits; note: potency is the fitted concentration of half-maximal effect; % is set by controls: 0 for no effect and ±100 for the full control effect; nearly all actives have a fitted effect of over 55% in size
#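 Stable HEK293 clone (constitutively active GLP-1R + cAMP-response luciferase); 200 cells/uL plated, 12 h pre-culture, compound 24 hr, 37 deg C/5% CO2; detection reagent 12 min RT; luminescence.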
# GLP1R ag – qHTS of GLP-1 Receptor Agonists; Glucagon-like peptide 1 receptor (Homo sapiens), P43220; HEK293 GLP-1R CRE-luciferase, luminescence, 4-6 h; cells express a hypersensitive GLP-1R form; Potency, µM (titrated, usually from 45.6 µM), for the others: top-dose activation, hits mostly activators; 380,000 compounds, 0.007% hits; note: potency is the fitted concentration of half-maximal effect; % of control where 0% means no effect
# * marks the source's active call; other numbers are inactive results; ? = inconclusive; . = not tested or not shown; [ ] = another dose, or the depositor's remark. Unless noted, calls come from the whole dose curve; as a rule, active = well fitted curve in the direction sought with a large enough effect; inconclusive = small, poorly fitted or top-dose-only effect, or another doubt; inactive = no such curve, though single readings can be large; an effect the other way counts as inactive or inconclusive.
Structure,WRN inhibitor,IL2 activator,D3 ag,PI5P4Ka inh,GLP1R inv ag,PLK1 PBD block,GLP1R ag,DRD3 antagonist,HEK293 tox
Cc1cccc(NC(=O)c2nc[nH]c2C(=O)N2CCN(C(=O)OC(C)(C)C)CC2)c1,-5%,0.0,2,-2,20%,-4%,-2%,0,2%
COc1ccc2c(c1)CC/C(=C\Nc1ccc3c(c1)OCO3)C2=O,-16%[57.1 µM],-1.3,-4,.,-2%,-18%,1%,-3,-28%
CC(=O)NCCN=Cc1sc2ccccc2c1O,-19%,-4.4,1,-1,3%,-1%,0%,0,-33%
COCCN(C(=O)Cc1cccs1)C(C(=O)NCc1ccc(OC)cc1)c1ccc(C)cc1 (stereo unspecified),-11%,-0.6,-2,.,?,-7%,0%,12,-1%
CN(CC(=O)NCC1CCCCC1)CC(=O)Nc1ccccc1Br,-29%,-4.6,-8,10,-19%,-8%,4%,3,13%
COCCNC(=O)C(c1ccc(F)cc1)N(C(=O)CCC(=O)Nc1ccccn1)c1ccc(C)cc1 (stereo unspecified),9%,2.0,9,-5,-11%,-1%,9%,15,0%
COc1cccc(C(c2nnnn2Cc2ccc(F)cc2)N2CCC(C(N)=O)CC2)c1OC (stereo unspecified),-35%[57.1 µM],-2.5,-9,0,-15%,-12%,6%,-2,16%
CCCCN(C(=O)c1ccc(N(C)S(=O)(=O)c2ccc(C)cc2)cc1)c1c(N)n(CCCC)c(=O)[nH]c1=O,-12%,0.1,15,6,-5%,4%,1%,4,-2%
COCCCn1c(SCC(=O)NCc2ccco2)nc2sc3c(c2c1=O)CCC3,0%,1.5,1,6,-4%,-11%,-5%,3,-5%
C[C@H](CO)N1C[C@H](C)[C@@H](CN(C)C(=O)CCCN(C)C)OCc2cn(nn2)CCCC1=O,-4%,-2.0,5,-2,12%,0%,-1%,5,-5%
COc1ccc(NS(=O)(=O)c2ccc(C(=O)Nc3c(C)n(C)n(-c4ccccc4)c3=O)cc2)cc1,-28%,-0.5,-5,0,-42%,-7%,-2%,-15,11%
Cc1ccc(NS(=O)(=O)c2cccc(C(=O)NCC(c3ccco3)N3CCCC3)c2)cc1 (stereo unspecified),2%,0.4,-22,5,?,-8%,-4%,?,-14%
CC(=O)N/C(=N/c1nc(C)cc(C)n1)Nc1cccc(C)c1C,-2%,-5.5,-15,16,-1%,0%,4%,0,-9%
CCOC(=O)c1c(C)oc2ccc(N(C(C)=O)S(=O)(=O)c3c(C)cc(C)cc3C)cc12,.,.,-1,.,2%,.,-2%,.,6%
O=C(CCC1CCCCC1)Nc1cc(C(F)(F)F)ccc1N1CCOCC1,-1%,-6.8,12,-2,?,5%,0%,1,2%
CCOc1ccc(Cl)cc1-c1cc(C(=O)NCc2cc(C(F)(F)F)cc(C(F)(F)F)c2)[nH]n1,-8%,-0.7,0,1,?,3%,-4%,1,-16%
CCN(Cc1ccncc1)C(=O)C1CCN(S(=O)(=O)c2cccs2)CC1,-2%,-2.9,-7,0,3%,?,1%,-29,-11%
CCOC(=O)c1c(C)nsc1NC(=O)C1CCCCC1,6%,-2.7,8,3,-28%,0%,-4%,25,-4%
COc1ccc(CN=C2NC(=O)CC(C(=O)Nc3ccc(Cl)cc3)S2)cc1 (stereo unspecified),5%,-2.9,-13,-2,?,-15%,4%,-2,-3%
Cc1nc(NC(=O)c2ccco2)sc1C(=O)O,-26%,-0.4,5,?,?,-5%,7%,1,10%

# Part of the list above, showing only WRN inhibitor, HEK293 tox and IL2 activator:
Structure	WRN inhibitor	HEK293 tox	IL2 activator
O=C(CCC1CCCCC1)Nc1cc(C(F)(F)F)ccc1N1CCOCC1	-1%	2%	-6.8
Cc1nc(NC(=O)c2ccco2)sc1C(=O)O	-26%	10%	-0.4
CCOC(=O)c1c(C)nsc1NC(=O)C1CCCCC1	6%	-4%	-2.7
Cc1ccc(NS(=O)(=O)c2cccc(C(=O)NCC(c3ccco3)N3CCCC3)c2)cc1 (stereo unspecified)	2%	-14%	0.4
CCOC(=O)c1c(C)oc2ccc(N(C(C)=O)S(=O)(=O)c3c(C)cc(C)cc3C)cc12	.	6%	.

# Carrying on:
Structure,WRN inhibitor,IL2 activator,D3 ag,PI5P4Ka inh,GLP1R inv ag,PLK1 PBD block,GLP1R ag,DRD3 antagonist,HEK293 tox
COc1ccc(C(=O)n2nc(-c3ccc(Cl)cc3)nc2N)cc1OC,0%,-0.5,4,-1,14%,1%,-6%,-19,-2%
CC1(C)CC(=O)C=C(NNC(=O)c2ccc(N)cc2)C1,-2%,6.5,2,4,16%,0%,-5%,8,-9%
Cc1ccccc1CSCC1Nc2ccc(C(=O)NCCc3ccccc3)cc2NC1=O (stereo unspecified),2%,0.7,-6,?,-3%,?,-7%,-13,-5%
CC(=O)N1CCCc2ccccc21,0%,-0.8,-2,.,0%,-7%,-9%,-22,-18%
CC1(C(=O)Nc2cnc3ccccc3c2)CCN1C(=O)CCc1ccccc1 (stereo unspecified),1%,-0.6,54*,4,-28%,-2%,-1%,0,11%
O=C1CCSc2ccc(Cl)cc2N1Cc1ccc(Cl)cc1,-5%,-0.2,-19,18,?,-7%,-12%,5,-5%
Cc1ccnc2nc(C(=O)OCC(=O)Nc3ccccc3C(C)(C)C)nn12,1%,-2.7,1,-2,3%,-3%,3%,37,-15%
Cc1ccc(-c2csc(NC(=O)C3=NN(c4ccccc4)C(=O)CC3)n2)cc1,-1%,-3.7,13,-1,89%[activator],-8%,14%,5,3%
O=C(NNc1ccccc1)NC(Cc1ccccc1)C(=O)O (stereo unspecified),1%,1.6,1,4,6%,-2%,-2%,-10,-11%
CCOC(=O)N1CCN(C(=O)c2ccc3c(c2)N=C(C)c2cc(Cl)ccc2S3)CC1,-5%,-3.2,10,-2,?,1%,6%,14,-4%
COc1cc(CCCN2CCNC[C@@H]2CC2CCCCC2)cc(OC)c1OC,0%,-0.2,5,3,6%,-3%,2%,5,-14%
Cc1ccc2nc(NC(=O)c3ccc(Cn4cc(Cl)cn4)o3)sc2c1,-3%,3.4,5,4,-24%,-1%,-7%,8,-8%
O=C(Oc1ccc(-c2nnco2)cc1)c1ccco1,18%,0.9,3,2,11%,6%,1%,2,15%
CC1=C(C(N)=O)C(c2ccc(C(C)C)cc2)n2nc(SCc3ccccc3F)nc2N1 (stereo unspecified),.,.,-15,.,1%,.,0%,.,4%
CCOC(=O)NC(=O)/C(C=Nc1ccc(Cl)cc1)=C(\C)O,22%,2.6,-1,-4,1%,-6%,2%,-5,-10%
COc1ccc(NS(=O)(=O)c2ccc(C)c(C(=O)N(C)CCc3ccc(OC)c(OC)c3)c2)cc1,-3%,-6.4,2,-6,76%[activator],-4%,17%,1,20%
Cc1n[nH]c(C)c1S(=O)(=O)N(CC(=O)N1CCc2ccccc21)c1ccc(C(C)C)cc1,-2%,-2.6,6,-1,?,1%,-7%,0,8%
COCON1C(=O)CN(C(C)=O)C1c1ccc(Cl)cc1Cl (stereo unspecified),3%,0.1,2,-3,8%,-1%,-7%,-11,-4%
CC(C)(C)n1nnnc1C(c1ccccc1F)N1CCN(C2CCCC2)CC1 (stereo unspecified),-13%[57.1 µM],0.5,-14,3,4%,-6%,4%,0,13%
O=C(Nc1nc2ccccc2n1CCOc1ccccc1)c1ccco1,-11%,1.6,0,-18,?,-7%,-5%,?,?
CN(Cc1cnn(C)c1)C(=O)c1cc2ccccc2oc1=O,0%,-0.6,9,1,9%,-1%,-1%,-3,0%
COc1ccc(Cl)cc1-c1noc([C@@H]2O[C@H](CO)[C@@H](O)[C@H]2O)n1,-4%,-0.6,2,-3,19%,0%,-5%,5,6%
CCN(CC)C(=O)CSc1nc2c(sc(=S)n2CC)c(=O)n1-c1ccccc1,11%,-1.2,-1,1,0%,-4%,0%,-12,-10%
Cc1ccc(CSCC(=O)N(C)CC(=O)Nc2ccc(Br)cc2C)cc1,-24%,1.9,-7,-4,-26%,-13%,8%,24,1%
c1ccc(-c2nccc(-c3ccc(-n4cnc5ccccc54)cc3)n2)nc1,-1%[57.1 µM],-1.2,6,3,62%[activator],-3%,0%,-53*,-12%
O=S1(=O)CCN(C2CCCCCC2)CC1,2%,-2.9,-7,-10,16%,-11%,2%,-6,20%

# Some of these compounds in order of SMILES length, highest first:
Structure,WRN inhibitor,IL2 activator,D3 ag,PI5P4Ka inh,GLP1R inv ag,PLK1 PBD block,GLP1R ag,DRD3 antagonist,HEK293 tox
CCN(CC)C(=O)CSc1nc2c(sc(=S)n2CC)c(=O)n1-c1ccccc1,11%,-1.2,-1,1,0%,-4%,0%,-12,-10%
Cc1ccc(CSCC(=O)N(C)CC(=O)Nc2ccc(Br)cc2C)cc1,-24%,1.9,-7,-4,-26%,-13%,8%,24,1%
CN(Cc1cnn(C)c1)C(=O)c1cc2ccccc2oc1=O,0%,-0.6,9,1,9%,-1%,-1%,-3,0%

# Quoted at random: 3 compounds from above
Structure,WRN inhibitor,IL2 activator,D3 ag,PI5P4Ka inh,GLP1R inv ag,PLK1 PBD block,GLP1R ag,DRD3 antagonist,HEK293 tox
CCOC(=O)c1c(C)oc2ccc(N(C(C)=O)S(=O)(=O)c3c(C)cc(C)cc3C)cc12,.,.,-1,.,2%,.,-2%,.,6%
O=S1(=O)CCN(C2CCCCCC2)CC1,2%,-2.9,-7,-10,16%,-11%,2%,-6,20%
COc1cccc(C(c2nnnn2Cc2ccc(F)cc2)N2CCC(C(N)=O)CC2)c1OC (stereo unspecified),-35%[57.1 µM],-2.5,-9,0,-15%,-12%,6%,-2,16%
